NR2E3 ag-1 = inhibitors of NR2E3-RetCOR corepressor binding, primary screen, NR2E3 agonist project, biochemical, TR-FRET, GST-NR2E3, biotin-RetCOR | inhibition of corepressor binding, % at 4.78 µM | Photoreceptor-specific nuclear receptor (Homo sapiens), Q9Y5X4 | AID 2300, 2010 | 1536-well | 320,000 tested, 0.12% active;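 active means percent inhibition above the cutoff of mean plus 3 SD of all tested compounds, set per screening campaign, cut at about 20% in these data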;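 further: 0% = DMSO wells and 100% = biotin wells as full block of FRET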
Target sequence (Q9Y5X4 whole entry, looked up): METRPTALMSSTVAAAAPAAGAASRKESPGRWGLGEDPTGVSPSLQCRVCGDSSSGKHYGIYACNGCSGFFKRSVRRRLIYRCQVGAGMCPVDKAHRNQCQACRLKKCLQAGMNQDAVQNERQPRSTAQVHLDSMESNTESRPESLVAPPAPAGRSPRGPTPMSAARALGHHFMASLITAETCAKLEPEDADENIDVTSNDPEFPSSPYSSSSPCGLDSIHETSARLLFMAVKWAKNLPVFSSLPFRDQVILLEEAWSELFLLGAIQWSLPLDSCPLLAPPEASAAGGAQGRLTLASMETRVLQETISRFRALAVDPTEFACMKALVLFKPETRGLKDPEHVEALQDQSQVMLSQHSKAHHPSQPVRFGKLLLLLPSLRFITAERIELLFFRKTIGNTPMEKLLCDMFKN
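Material: NR2E3–RetCOR corepressor complex / Amount: 1.35 nM GST-NR2E3 / Medium: Tris pH 7.5 / Compound: single nominal compound dose of 4.8 µM / Incubation: 5 h at 4 °C / Technique: TR-FRET, Eu(K)-anti-GST donor, streptavidin-D2 acceptor, ex 340, em 617/671 nm / Read-out basis: percent loss of FRET ratio relative to control wells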
Shn3 inh set2 = reduction of Shn3 3'UTR firefly luciferase signal, primary screen, Schnurri-3 inhibitor project, cell-based, Clone20 osteoblasts, set 2. Clone20 osteoblast Shn3 3'UTR firefly luciferase, 24 h. inhibition, % at 12.5 µM. 360,000 tested, 0.52% active;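 active means mean inhibition of at least 75% with every replicate also reaching 75%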;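 further: 0% = median of neutral control wells and 100% = pilot-screen positive control compound; some compounds past the cut are filed as inactive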
NR2E3 ag-2 = NR2E3 agonists in two-hybrid cells, primary screen, cell-based, luminescence, CHO-S, Gal4-NCOR/VP16-NR2E3; luciferase; 360,000 tested, 0.35% active; Photoreceptor-specific nuclear receptor (Homo sapiens), Q9Y5X4; AID 602229, 2012; inhibition of corepressor binding, % at 3.98 µM;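 active means inhibition above the mean of all tested compounds plus 3 SD, cut at about 70% in these data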;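 further: 0% = DMSO with NR2E3 transfected cells and 100% = cells lacking NR2E3 construct; higher means lower luciferase signal from less NR2E3 corepressor binding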
KKLEB tox = cytotoxicity in KKLEB CF airway cells, primary screen, cytotoxicity control for CF NF-kB inhibitor project, cell-based, uHTS, fluorescence assay plates; KKLEB CF airway cells viability, ATPlite luminescence, overnight; active compounds read low; cells stimulated with P. aeruginosa culture filtrate; activity change (cytotoxicity), % at 5 µM; 360,000 tested, 0.36% active; AID 602141, 2011;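 active means corrected activity change at or below -50% at 5 µM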
MITF TRPM1 inh = inhibitors of MITF-dependent TRPM1 promoter reporter, primary screen, cell-based, SK-MEL-5, single point, luciferase; SK-MEL-5 TRPM1 promoter luciferase, 24 h; inhibition, % at 12.5 µM; 330,000 tested, 0.83% active;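 active means mean inhibition across replicates of 60% or more, whatever share of single replicates reaches that level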; further: values of inactives mirror those of a sister screen read the other way
CF NFkB inh = inhibitors of PAF-induced NF-kB signaling, primary screen, cell-based, GFP fluorescence, uHTS | KKLEB NF-kB-GFP reporter, GFP fluorescence overnight | inhibition, % at 5 µM | 360,000 tested, 0.86% active | AID 588850, 2011;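 active means at least 50% inhibition at 5 µM, scaled per plate between neutral and stimulator controls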;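 further: PAF is a Pseudomonas aeruginosa culture filtrate used as stimulus; plate controls were PAF-stimulated DMSO wells for no effect and unstimulated DMSO wells for full effect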
LMP1 NFkB inh = EBV LMP1-driven NF-kappaB luciferase reporter inhibitors, primary screen, cell-based, luminescence, single point; LMP1-induced NF-kappaB luciferase reporter cells; inhibition, % at 12.5 µM; 350,000 tested, 0.69% active; AID 504558, 2011; in the data active means inhibition above about 41%;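 further: 0% = neutral control wells and 100% = reference inhibitor control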
iPSC survival up = enhancers of single-cell hiPSC survival, primary screen, ATPlite luminescence | 100% = ROCK inhibitor wells, 0% = DMSO | survival enhancement, % at 20 µM | 360,000 tested, 0.044% active | AID 602274, 2012; in the data active means survival enhancement above about 18%;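 further: cells exposed to compounds for 16 hours before the ATP read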
TRAIL sens C8 = viability loss with TRAIL in NB7+C8 cells, primary screen, TRAIL sensitizer project, cell-based, ATPlite luminescence | inhibition (viability loss, TRAIL sensitization), % at 10 µM | 360,000 tested, 1% active;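 active means compounds causing at least 50% loss of cell viability in the single-dose screen, relative to plate controls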
Peg3 promoter = Peg3 promoter-driven luciferase inhibitors, primary screen, cell-based, HeLa, luciferase luminescence; inhibition, % at 20 µM; HeLa PEG-Prom luciferase reporter, overnight; 360,000 tested, 1.7% active;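 active means inhibition of at least 50% at 20 µM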
HIF-2a block = HIF-2a reporter inhibitors, primary screen, luminescence, 786-0 RCC cells; 786-0 RCC cells HIF-2a reporter, luciferase luminescence, overnight; inhibition, % at 18.8 µM; 360,000 tested, 0.72% active; AID 624352, 2012;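 active means inhibition of the luminescence signal of 40% or more relative to plate controls, in a single-dose primary screen at 18.75 µM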
* hit, by the source's call; / = not tested or not shown.

SMILES | NR2E3 ag-1 | Shn3 inh set2 | NR2E3 ag-2 | KKLEB tox | MITF TRPM1 inh | CF NFkB inh | LMP1 NFkB inh | iPSC survival up | TRAIL sens C8 | Peg3 promoter | HIF-2a block
COc1ccc(CCN2C(=O)CC(NNc3ccc([N+](=O)[O-])cc3)C2=O)cc1OC (centres undefined) | 2 | 14 | -18 | -5 | 10 | -4 | 6 | -0.5 | 1 | 9 | 12
CCOC(=O)c1sc2nc(C)nc(NC3CCC(O)CC3)c2c1C (centres undefined) | -1 | -46 | -10 | -17 | -4 | 4 | -6 | -0.6 | 22 | 12 | 4
O=C(NCC(=O)N(c1cnc2ccccc2c1)C(C(=O)NC1CCCC1)c1ccncc1)c1ccco1 (centres undefined) | -1 | -2 | -17 | 10 | 0 | -15 | -11 | 0.0 | 2 | -14 | 11
CCN(CC(=O)Nc1ccc(NC(C)=O)cc1)C(=O)c1c(-c2c(F)cccc2Cl)noc1C | 2 | 0 | -10 | 7 | 9 | -15 | -4 | -0.5 | -11 | 5 | 16
NC(Cc1ccc(C(F)(F)F)cc1)c1csc(Nc2nccc(C(F)(F)F)n2)n1 (centres undefined) | / | -11 | -23 | -10 | / | -4 | / | -1.6 | -1 | 92* | 15
Cc1nc(C(=O)O)nn1-c1ccc([N+](=O)[O-])cc1 | 3 | 2 | -8 | 5 | -16 | -18 | -4 | -0.9 | 14 | 6 | 12
CCOC(=O)CCSc1cc(C)c2ccccc2n1 | 5 | -14 | -27 | 12 | 7 | -2 | 4 | -0.5 | -1 | -20 | 3
Nc1nc2ccc(Cl)cc2[nH]1 | / | 51 | -23 | -6 | 3 | 12 | 0 | -0.9 | -10 | 1 | -13
O=S(=O)(N/N=C1/CC(c2ccccc2)Oc2ccccc21)c1ccc(Br)cc1 (centres undefined) | 0 | 8 | -20 | -47 | -2 | 47 | -11 | 0.3 | 0 | -29 | -73
CC(C)(C)c1cc(CCC(=O)N2CCCC2)cc(C(C)(C)C)c1O | 3 | 10 | -16 | 8 | -6 | -3 | 2 | -0.6 | 8 | 2 | 11
CCSC1=C(C#N)C2(CCCCC2)C(C#N)C(=O)N1 (centres undefined) | 2 | 6 | -3 | 3 | 2 | 9 | -1 | -0.6 | 4 | 54* | 13
COc1cn(-c2ccccc2)nc1C(=O)NCc1ccccc1 | 4 | 5 | 5 | 9 | -3 | -2 | -13 | -0.3 | 3 | -2 | -36
CCN(CC(=O)Nc1ccc(OC)cc1)C(=O)c1cc(S(=O)(=O)N2CCOCC2)ccc1N1CCCC1 | 3 | 3 | -9 | -1 | 18 | -9 | -8 | -0.5 | 5 | 18 | 28
N#C/C(=C\c1c(N2CCC(C(N)=O)CC2)nc2ccccn2c1=O)S(=O)(=O)c1ccc(Cl)cc1 | 0 | -2 | -19 | -12 | -7 | 9 | -6 | -0.6 | 6 | 15 | 13
Cc1nc2ccccn2c1C(=O)N/N=C/c1ccc([N+](=O)[O-])o1 | -1 | 26 | 25 | -2 | 69* | -7 | -22 | -3.3 | 27 | 15 | -3
CC(C)NS(=O)(=O)c1ccc(OCC(=O)NCc2ccccc2)cc1 | 2 | -5 | 1 | 13 | 6 | -12 | 5 | -1.7 | -9 | 11 | 6
Cc1ccccc1CC1(CO)CCCN(Cc2c(C)nn(C)c2Cl)C1 (centres undefined) | 3 | 4 | 7 | -16 | 8 | -3 | 3 | -1.1 | -1 | 16 | 17
Cc1cc(C)n(-c2cc(N3CCN(S(=O)(=O)c4ccc(Br)cc4)CC3)ccc2[N+](=O)[O-])n1 | -1 | 16 | 18 | 9 | 18 | 8 | 0 | 5.3 | 3 | -1 | 11
CCc1c(C)c(C#N)c2nc3ccccc3n2c1-n1nc(C)cc1C | 5 | -17 | -4 | 5 | -6 | 2 | 4 | 0.3 | -4 | 12 | 19
CCCn1cnc2sc(C(N)=O)c(C)c2c1=O | 2 | 0 | -14 | 2 | -8 | -2 | 1 | 3.0 | 8 | -4 | 8
CC(=O)C1=C(O)C(=O)N(C)C1c1ccccc1F (centres undefined) | 1 | -3 | -18 | 5 | -9 | -6 | 2 | 6.7 | -13 | 2 | 13
Fc1ccc(-c2cn(-c3ccccc3)c3[n+]2CCS3)cc1 | 1 | 21 | 12 | 23 | 21 | -4 | -4 | -0.2 | 8 | 21 | 19
COc1ccc(C2C(C(=O)N3CCCC3)c3cc(OC)c(OC)cc3C(=O)N2C)cc1 (centres undefined) | 2 | -10 | 3 | -1 | 7 | 12 | 3 | -0.3 | -4 | -10 | 12
Cc1ccc(C)c(NC(=S)NCCc2c[nH]c3ccccc23)c1 | 0 | / | -1 | -6 | 12 | -20 | 2 | -0.7 | 14 | 10 | 6

Brought forward from above: three entries, then new ones.
SMILES | NR2E3 ag-1 | Shn3 inh set2 | NR2E3 ag-2 | KKLEB tox | MITF TRPM1 inh | CF NFkB inh | LMP1 NFkB inh | iPSC survival up | TRAIL sens C8 | Peg3 promoter | HIF-2a block
Fc1ccc(-c2cn(-c3ccccc3)c3[n+]2CCS3)cc1 | 1 | 21 | 12 | 23 | 21 | -4 | -4 | -0.2 | 8 | 21 | 19
COc1ccc(C2C(C(=O)N3CCCC3)c3cc(OC)c(OC)cc3C(=O)N2C)cc1 (centres undefined) | 2 | -10 | 3 | -1 | 7 | 12 | 3 | -0.3 | -4 | -10 | 12
Cc1ccc(C)c(NC(=S)NCCc2c[nH]c3ccccc23)c1 | 0 | / | -1 | -6 | 12 | -20 | 2 | -0.7 | 14 | 10 | 6
Cc1ccc(-c2nc3ccccc3o2)cc1NC(=S)NC(=O)/C=C/c1ccco1 | 0 | -4 | -40 | -16 | 10 | 9 | 7 | -0.8 | 0 | -97 | -192
CCOC(=O)CSc1nnc(NC(=O)c2cccc(S(=O)(=O)N3CCCC3)c2)s1 | -2 | -25 | -9 | -3 | 4 | 1 | 13 | -1.4 | -19 | 2 | 4
Cc1cc(OCC(=O)N(C)Cc2ccccc2)cc(C)c1Cl | 1 | 11 | -17 | -4 | -12 | 6 | 9 | -0.4 | -11 | 0 | -28
CS(=O)(=O)N1CCC(C(=O)Nc2cccc(Br)c2)CC1 | 1 | 15 | 9 | -2 | 7 | 2 | 3 | -0.1 | -6 | 6 | 12
COc1ccc(N(CC(=O)NCC2CCCO2)C(=O)CCC(=O)Nc2cc(C)on2)cc1OC (centres undefined) | 3 | -19 | 6 | 7 | 9 | -4 | -5 | -0.2 | -5 | 14 | 13
CCOc1ccc(CN2C(=O)CC(=O)N(S(=O)(=O)c3ccc(OCC)cc3)C2=O)cc1 | -1 | 0 | -12 | 15 | 0 | -3 | -15 | -0.5 | -17 | 11 | 9
O=C(O)c1sccc1SCc1ccc(Cl)c(Cl)c1 | 1 | -4 | -17 | -5 | -1 | 13 | 0 | 2.8 | -7 | -30 | -45
O=C(COc1ccc2ccccc2c1CN1CCOCC1)N1CCc2ccccc21 | -1 | 47 | -1 | -6 | -6 | 11 | 6 | -1.3 | 19 | -5 | 26
Cc1cc2c(cc1C)N(C(=O)CCl)CC(=O)N2 | / | -9 | -2 | -21 | / | 25 | -18 | -2.1 | 42 | 27 | 6
O=C1C=C(Nc2ccc(Cl)cc2Cl)CC(c2ccco2)C1 (centres undefined) | -2 | -5 | -89 | -6 | 24 | 14 | -4 | 0.4 | 1 | 1 | -9
CCOC(=O)c1c(C)[nH]c(C(=O)OCC(=O)N2CC(C)OC(C)C2)c1C (centres undefined) | -2 | 9 | -6 | 2 | -1 | 2 | -3 | 1.1 | -22 | 12 | 3
O=C(CCSc1ccccc1)Nc1ccccc1Br | 1 | -12 | -5 | -2 | -21 | -11 | -16 | -0.1 | 17 | -172 | -248
O=C(NNc1ccccn1)c1ccc(Cl)nc1 | 0 | -9 | -8 | 9 | -13 | -20 | 3 | 0.5 | -3 | -1 | 1
Cc1ccc(OCC(=O)N(C)Cc2ccccc2)c([N+](=O)[O-])n1 | -3 | -1 | -27 | 1 | -5 | 9 | -3 | 0.4 | -8 | 15 | 7
COc1ccc(Cl)c(Cn2c(NCCCN(C)C)nc3c2c(=O)n(C)c(=O)n3C)c1 | -1 | 7 | 0 | 6 | 3 | -4 | -9 | 3.3 | -18 | 13 | 9
S=c1[nH]ncn1-c1ccccn1 | 3 | 16 | -12 | 6 | -16 | -1 | -11 | 1.9 | -2 | 0 | 2
COc1cc([N+](=O)[O-])cc(/C=N/N(CCC#N)C(C)=O)c1O | -5 | -5 | -2 | 10 | -10 | -1 | 1 | 2.7 | -5 | 8 | 13
O=C(CNC(=O)c1ccccc1)OCc1cccc(Br)c1 | 4 | 3 | -1 | 2 | 3 | 6 | -15 | -1.5 | -5 | -2 | 7
CCOc1ccc(CCNC(=O)Nc2ccccc2C)cc1OCC | -3 | 22 | -10 | -7 | 5 | 6 | 0 | 0.9 | -7 | -16 | 20
Cc1ccc2nc(N3CCN(S(=O)(=O)c4ccc(C)c(Cl)c4)CC3)c(C#N)cc2c1 | 0 | -2 | -1 | -10 | -4 | 25 | 9 | -1.0 | 11 | 16 | -12
COc1cc(NC(=O)CN2CCN(c3ccccn3)CC2)cc(OC)c1OC | 1 | -14 | -12 | 1 | -2 | -8 | 9 | -0.3 | 15 | -6 | 7
Cc1cc(C)nc(N2CCN(C(=O)CCC(=O)Nc3nnc(CC(C)C)s3)CC2)n1 | -3 | 3 | -14 | -6 | -16 | 8 | 3 | -0.3 | 6 | 8 | -33
COc1cccc(NC(=S)NNC(=O)Cn2nc([N+](=O)[O-])cc2C)c1 | 0 | -6 | -6 | 8 | -4 | -14 | -11 | -1.5 | 0 | 7 | 8
O=C(COc1ccccc1)N(Cc1ccccc1)c1nc(-c2ccccc2)cs1 | 6 | 16 | 4 | 3 | -3 | 14 | -5 | 3.2 | 3 | 17 | 4
CC(=O)NNC(=O)c1cc2c3ccccc3n(C)c2s1 | -4 | -4 | -1 | 9 | 10 | -33 | -4 | 1.4 | 2 | -6 | 4
O=C(C1=C(O)C(=O)N(c2ncccn2)C1c1ccc(Cl)cc1)c1ccco1 (centres undefined) | 6 | 3 | 15 | -12 | 2 | 7 | -1 | 1.3 | -2 | 7 | -4
CCN(CC)S(=O)(=O)c1ccc2c(c1)nc(SCC(N)=O)n2-c1ccc(OC)cc1 | 7 | -11 | -14 | -5 | 6 | -6 | 0 | 5.4 | 4 | 24 | 21

This is a subset; the hit share may differ from the screen's.
